Screening data from PubChem BioAssay.
V1R ag counter – agonists of human V1a receptor, primary screen, counter-screen for OXTR agonist project, fluorescence, CHO-V1R cells; 0.25% of 320,000 active; Vasopressin V1a receptor (Homo sapiens), P37288; activation, % at 3 µM; Fluo-8 calcium fluorescence, agonist mode; 0% DMSO, 100% 3 nM vasopressin; AID 2797, 2010;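 active = activation above the mean activation of all tested compounds plus 3 SD, per screening run, cut at about 20% in these data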;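 also: signal is peak over basal fluorescence ratio across a 100 second FLIPR read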
Target sequence (P37288 whole entry, looked up): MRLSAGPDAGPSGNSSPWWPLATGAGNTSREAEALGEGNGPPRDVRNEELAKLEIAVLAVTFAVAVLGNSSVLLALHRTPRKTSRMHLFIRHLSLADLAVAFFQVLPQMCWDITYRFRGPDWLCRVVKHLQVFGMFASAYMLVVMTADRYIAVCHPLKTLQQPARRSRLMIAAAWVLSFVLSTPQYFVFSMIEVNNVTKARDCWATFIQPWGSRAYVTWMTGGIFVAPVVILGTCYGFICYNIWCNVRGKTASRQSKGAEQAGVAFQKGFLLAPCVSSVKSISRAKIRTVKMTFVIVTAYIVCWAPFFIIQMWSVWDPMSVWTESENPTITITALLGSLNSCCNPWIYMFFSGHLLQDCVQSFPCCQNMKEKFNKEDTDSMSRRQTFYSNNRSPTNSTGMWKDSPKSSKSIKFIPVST
M18AAP inhibitor – PfM18AAP inhibitors, malaria aminopeptidase, primary screen, biochemical, QFRET, recombinant enzyme; M18 aspartyl aminopeptidase (Plasmodium falciparum 3D7); H-Glu-NHMec fluorogenic cleavage; inhibition, % at 7.35 µM; 1.2% of 290,000 active;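 active = inhibition above the campaign mean inhibition over all tested compounds plus 3 SD, cut at about 28% in these data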;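 also: 0% = plate median of test compound wells and 100% = 2 mM ZnCl2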
MEKK2 mut-MEK5 – MEK5 binding signal on mutant MEKK2 PB1, primary screen, biochemical, multiplex bead flow cytometry, Alexa488-MEK5; Alexa488-MEK5 binding to MEKK2 mutant; percent response, % at 10 µM; 0.35% of 290,000 active; in the data active = percent response above about 24%, passing the limit was not always enough; also: inactives centre near 1; some results filed as inactive read as strong as hits
GalR3 antag – GalR3 antagonists in HEK293 cells, primary screen, cell-based, fluorescence readout; Galanin receptor type 3 (Homo sapiens), O60755; HEK293 GalR3-CNG cAMP membrane potential fluorescence; galR3 body fused to GalR1 C-terminus; inhibition, % at 3 µM; 0.44% of 360,000 active; AID 651719, 2012;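 active = inhibition above the screen-wide average plus 3 SD, cut at about 13% in these data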;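 also: forskolin and galanin both at EC90 stimulate the cells; cAMP rise reported by CNG channel membrane potential dye signal; 0% = forskolin plus galanin with DMSO and 100% = forskolin alone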
OXTR agonist – human OXTR agonists, primary screen, fluorescence, CHO-OTR cells, Fluo-8 calcium; activation, % at 3 µM; Fluo-8 calcium fluorescence; normalized: DMSO 0%, oxytocin 100%; AID 2435, 2010; 0.32% of 320,000 active;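 active = activation above the mean of all tested compounds plus 3 SD, cutoff set per screening run, cut at about 20% in these data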;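 also: peak over basal fluorescence ratio from a 100 s FLIPR kinetic read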
Target sequence (P30559 whole entry, looked up): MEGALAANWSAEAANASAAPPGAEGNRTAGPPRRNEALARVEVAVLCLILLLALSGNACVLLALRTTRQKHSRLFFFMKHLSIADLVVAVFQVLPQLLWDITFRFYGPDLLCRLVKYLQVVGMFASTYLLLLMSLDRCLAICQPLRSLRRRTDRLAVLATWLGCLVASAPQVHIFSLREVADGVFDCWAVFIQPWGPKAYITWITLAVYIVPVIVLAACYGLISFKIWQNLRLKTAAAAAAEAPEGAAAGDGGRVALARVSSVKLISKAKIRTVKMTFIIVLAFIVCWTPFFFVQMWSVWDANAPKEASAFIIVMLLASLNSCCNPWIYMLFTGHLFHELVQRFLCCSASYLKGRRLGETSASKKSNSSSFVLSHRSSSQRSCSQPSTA
GPR7 antag – GPR7 receptor antagonists, primary screen, cell-based, fluorescence, single concentration | Neuropeptides B/W receptor type 1 (Homo sapiens), P48145 | GPR7-expressing cells, fluorescence antagonist assay | inhibition, % at 4.4 µM | 1.1% of 290,000 active | AID 1861, 2009; in the data active = inhibition above about 16%, passing the limit was not always enough;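 also: cells stimulated with the agonist NPW; 0% = agonist with vehicle and 100% = vehicle without agonist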
OXTR potentiate – human OXTR potentiators, primary screen, fluorescence, CHO-OTR cells, Fluo-8 calcium | Oxytocin receptor (Homo sapiens), P30559 | Fluo-8 calcium fluorescence, potentiator mode; 0% = oxytocin EC15, 100% = EC100 | activation, % at 3 µM | 0.061% of 320,000 active;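 active = activation above that plate's cutoff, the mean activation of tested compounds plus 3 SD, cut at about 6.6% in these data, passing the limit was not always enough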;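 also: 100% uses oxytocin at 75 nM as the full agonist control; some results filed as inactive read as strong as hits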
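Replication – single well per compound, singlicate · Assay system – CHO cell line stably expressing human OTR · Timing – 6 min pre-incubation, 100 s read · Measure – normalized max/min fluorescence ratio, % activation · Doses – 3.0 µM, one dose · Detection – Fluo-8 calcium dye fluorescence · Probe or stimulus – oxytocin near EC15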
NALP1 yeast inh – NALP1 inflammasome inhibitors in reconstituted yeast, colorimetric, S. cerevisiae, triplicate retest | S. cerevisiae NALP1/ASC/caspase-1 growth, X-gal OD620, 72 h | inhibition, % at 10 µM | 0.61% of 280,000 active | AID 2071, 2009; in the data active = inhibition mostly above about 24%, no sharp cut-off; inactive = mostly below about 32%; also: some compounds called inactive have numbers as strong as hits
MEKK2 WT-MEK5 – modulators of MEK5 binding to wildtype MEKK2, primary screen, biochemical, multiplex bead flow cytometry, Alexa488-MEK5. binding response (% of control), % at 10 µM. Alexa488-MEK5 binding to MEKK2 WT; actives lie on both sides. Mitogen-activated protein kinase kinase kinase 2 (Homo sapiens), Q9Y2U5. AID 1531, 2009. 1.1% of 290,000 active; in the data active = binding response below about 67% or above about 130%
Numbers without * were called inactive; . = no result given.

SMILES	V1R ag counter	M18AAP inhibitor	MEKK2 mut-MEK5	GalR3 antag	OXTR agonist	GPR7 antag	OXTR potentiate	NALP1 yeast inh	MEKK2 WT-MEK5
O=C1Nc2ccc(Br)cc2C1=C1CCCCC1	-0.9	15	-1	-2	-0.3	-7	-12	5	98
CCOc1cccc(CNn2cnnc2)c1OCc1ccccc1	0.4	-8	4	-5	0.7	-5	0	-4	94
Cc1ccc(S(=O)(=O)N[C@@H](C)C(=O)OCC(=O)N2c3ccccc3NC(=O)C2(C)C)cc1	0.1	.	.	-5	-1.7	.	-11	.	.
CCOC(=O)c1c(C)c(C(=O)NC2CCCCCC2)c(C)n1C	.	3	5	-5	.	-3	.	7	99
COc1cccc(CC(=O)OCC(=O)NC2(C#N)CCCC2)c1	1.1	.	.	-8	0.1	.	2	.	.
COc1cccc(N2C(=O)C(CC(=O)Nc3ccc(F)cc3)N(C3CCCCC3)C2=O)c1 (stereo unspecified)	1.3	-15	-1	-1	0.6	3	-9	15	102
NC(=O)CC(NC(=O)Cc1ccc(Br)cc1)c1ccc(N2CCCCCCC2)c([N+](=O)[O-])c1 (stereo unspecified)	-0.7	1	-3	-6	-0.9	-4	-6	1	95
COc1ccccc1C(=O)N/C(=C\c1cn(C)c2ccccc12)C(=O)N1CCOCC1	3.8	7	0	6	0.6	-13	-1	17	99
COc1ccccc1CCNC(=O)CSc1nc(-c2ccco2)cc(C(F)(F)F)n1	0.0	5	9	3	-1.4	-5	-10	-1	113
COc1ccc(C(=O)Nc2ccc(-c3cn4ccsc4n3)cc2)cc1S(=O)(=O)N1CCOCC1	0.0	-6	2	0	-0.6	-6	-2	18	106
CCOc1ccc2oc(C(=O)OCC(=O)NC3CCCC3)c(C)c2c1	2.3	.	.	-6	0.5	.	-7	.	.
CC1(NC(=O)NCc2ccccc2)CCS(=O)(=O)C1 (stereo unspecified)	0.7	-4	-7	-3	0.0	-9	1	-1	93
O=C(COc1ccc(Br)cc1)Nc1ccncc1	6.3	0	3	-1	5.5	2	-23	6	107
COc1ccc2nc(C)cc(Nc3ccccc3O)c2c1	-0.5	-7	0	-4	1.4	3	-3	3	108
CCN(CC)c1ccc(/C=C(/C#N)C(=O)NCc2ccccc2)o1	26*	18	-1	1	29*	-1	-11	32	103
O=C1N(Cc2ccc(F)cc2)CCN1c1ccc(F)cc1	-1.6	-1	-1	-2	-2.5	-4	-6	-14	103
NC(=O)C1CCN(C(=O)Nc2ccccc2)CC1	1.4	1	-21	-2	0.4	-8	-2	-60	78
COC(=O)COc1ccc2c(-c3ccc(OC)cc3)cc(=O)oc2c1	0.9	1	7	-3	0.6	1	-6	1	100
Cc1cccc([C@@H]2[C@@H]3C(=O)N(Cc4ccccc4)C(=O)[C@@H]3[C@]3(CC(C)C)C(=O)N(c4cccc(F)c4)C(=O)N23)c1	-0.2	.	.	-7	-0.1	.	-3	.	.
Cc1cc2oc(C(=O)Nc3ccc(S(=O)(=O)Nc4nccs4)cc3)cc(=O)c2cc1Cl	0.2	-7	4	-6	0.3	1	-5	28	88

Single records, as listed above. Screens in order: V1R ag counter, M18AAP inhibitor, MEKK2 mut-MEK5, GalR3 antag, OXTR agonist, GPR7 antag, OXTR potentiate, NALP1 yeast inh, MEKK2 WT-MEK5
CC1(NC(=O)NCc2ccccc2)CCS(=O)(=O)C1 (stereo unspecified) in the list: 0.7, -4, -7, -3, 0.0, -9, 1, -1, 93
COc1ccccc1CCNC(=O)CSc1nc(-c2ccco2)cc(C(F)(F)F)n1 in the list: 0.0, 5, 9, 3, -1.4, -5, -10, -1, 113
Cc1cccc([C@@H]2[C@@H]3C(=O)N(Cc4ccccc4)C(=O)[C@@H]3[C@]3(CC(C)C)C(=O)N(c4cccc(F)c4)C(=O)N23)c1 in the list: -0.2, ., ., -7, -0.1, ., -3, ., .

Single values from above.
Result for COc1ccc2nc(C)cc(Nc3ccccc3O)c2c1 in M18AAP inhibitor: -7
Result for O=C1N(Cc2ccc(F)cc2)CCN1c1ccc(F)cc1 in OXTR potentiate: -6
Result for CC1(NC(=O)NCc2ccccc2)CCS(=O)(=O)C1 (stereo unspecified) in V1R ag counter: 0.7
Result for CCN(CC)c1ccc(/C=C(/C#N)C(=O)NCc2ccccc2)o1 in M18AAP inhibitor: 18
Result for CCOc1ccc2oc(C(=O)OCC(=O)NC3CCCC3)c(C)c2c1 in OXTR agonist: 0.5

Following part:
SMILES	V1R ag counter	M18AAP inhibitor	MEKK2 mut-MEK5	GalR3 antag	OXTR agonist	GPR7 antag	OXTR potentiate	NALP1 yeast inh	MEKK2 WT-MEK5
Cc1cc(=O)n2nc(N3CCCC3C(=O)NCc3ccccn3)sc2n1 (stereo unspecified)	0.7	-1	0	2	0.3	-7	-11	9	98
O=C1ON=C(c2ccccc2)/C1=C/c1cccnc1	.	4	-3	-6	.	-13	.	12	93
CS(=O)(=O)c1ccccc1-c1nnc(NC(=O)c2ccc(S(=O)(=O)N3CCCC3)cc2)o1	-0.2	.	.	-3	0.8	.	-6	.	.
Cc1ccc(C(=O)N(CC(=O)NC2CCCC2)Cc2cccs2)s1	-1.3	-6	1	-5	-2.3	-5	0	-14	105
COc1ccccc1NS(=O)(=O)c1ccc(OC)c(OC)c1	2.5	6	.	-10	2.3	-7	-19	.	.
CC(=O)Nc1ccc(NC(=O)CSc2nccn2Cc2ccc(Cl)cc2)cc1	4.1	-7	8	1	1.4	-5	-11	-3	104
COc1ccc(C2c3[nH]c4ccccc4c3CCN2Cc2ccoc2)c(F)c1 (stereo unspecified)	-0.6	1	4	-8	-1.2	-10	-10	-2	103
CCc1ccc(CN2CCC(n3nccc3NC(=O)c3ccccc3C)CC2)cc1	6.2	14	2	-4	1.9	27*	-4	22	112
COC(=O)c1ccc(C)c(NC(=O)CN(c2ccc3c(c2)OCO3)S(C)(=O)=O)c1	0.1	3	0	0	-0.4	-9	0	12	100
COc1ccc(NC(=O)NCc2ccccn2)cc1	0.4	0	-3	-5	-0.5	-7	-2	5	101
CC(=O)NC(C)c1nc2ccccc2n1Cc1ccccc1F (stereo unspecified)	0.5	-3	1	-6	-0.3	-2	-5	0	93
COC(=O)C(O)(NC(=O)NC(C)=O)C(F)(F)F (stereo unspecified)	0.5	4	-3	3	1.1	-7	-8	-15	103
CC1CCCC(C)N1C(=O)COC(=O)CCC(=O)c1ccc(F)cc1 (stereo unspecified)	5.3	.	.	-5	3.3	.	-6	.	.
COc1cccc(/C=C2\N=C(C3CCCCC3)OC2=O)c1OC	0.6	0	3	-3	0.9	-12	1	-1	100
O=C1CSc2ccccc2N1Cc1ccc(F)cc1	-1.2	8	6	-8	-1.5	4	-3	14	113
CC(=O)OC1C(OC(C)=O)N(C(C)=O)C(=O)N1C(C)=O (stereo unspecified)	0.3	-7	.	-3	0.5	-11	-11	12	.
CCN1CCN(c2cc(C)c3cc(NC(=S)N4CCN(c5ccccc5F)CC4)ccc3n2)CC1	1.5	8	18	-5	4.9	-9	-6	13	148*
CCOc1ccc(NC(=O)CC(Cc2ccc(Cl)cc2)C(=O)O)cc1 (stereo unspecified)	0.9	-8	9	-6	0.0	-5	5	-1	103
COc1ccc(-n2nc(C(=O)NCC(=O)NCCN(C)C)c3ccccc3c2=O)c(OC)c1	1.0	-5	10	-8	1.1	-11	4	-4	112
O=C(c1ccccc1OCc1ccccc1Br)N1CCN(c2ncccn2)CC1	-0.5	-2	-1	-7	-2.6	12	5	-11	96

5 compounds from above, limited to NALP1 yeast inh and MEKK2 mut-MEK5.
mol	NALP1 yeast inh	MEKK2 mut-MEK5
O=C(c1ccccc1OCc1ccccc1Br)N1CCN(c2ncccn2)CC1	-11	-1
O=C1CSc2ccccc2N1Cc1ccc(F)cc1	14	6
CCOc1ccc(NC(=O)CC(Cc2ccc(Cl)cc2)C(=O)O)cc1 (stereo unspecified)	-1	9
CC(=O)NC(C)c1nc2ccccc2n1Cc1ccccc1F (stereo unspecified)	0	1
COc1cccc(/C=C2\N=C(C3CCCCC3)OC2=O)c1OC	-1	3

Remaining list, next part.
SMILES	V1R ag counter	M18AAP inhibitor	MEKK2 mut-MEK5	GalR3 antag	OXTR agonist	GPR7 antag	OXTR potentiate	NALP1 yeast inh	MEKK2 WT-MEK5
O=C(NC1CCCC1)C1CCN(C(=O)c2ccc(Cl)cc2Cl)CC1	0.8	-11	-3	-8	2.1	6	-8	16	96
CC1(C)Cc2c(c(=S)nc(-c3ccccc3)n2Cc2cccnc2)CO1	-0.4	-4	-17	3	-1.0	-10	-1	12	93
CCc1ccccc1Nc1nc2ccccc2n1CC	-0.8	-2	0	-3	-2.3	-3	-11	20	100
COC(=O)[C@H](CC(C)C)NC(=O)Cn1cnc2c(OCc3ccccc3)ncnc21	4.7	.	.	-7	6.0	.	3	.	.
COc1cc(CN2CCNC(=O)C2CC(=O)NCCc2ncccc2C)cc(OC)c1 (stereo unspecified)	0.2	2	13	-3	-0.4	-17	-7	3	105
COC(=O)Cn1c2ccc(C)cc2c2nc3ccccc3nc21	.	6	-3	-14	.	-10	.	12	97
COc1ccc2c(c1)Cc1sc(NC(=O)c3ccccc3)nc1-2	1.7	-1	16	-6	-1.7	-10	-8	12	120
O=C(N/N=C/c1ccc(N2CCOCC2)s1)c1ccccc1Cl	-0.8	14	-14	1	0.7	-1	-16	5	85
Cc1ccc(Nc2ccc(C(=O)NCCc3ccccc3)cn2)cc1	-0.4	3	-1	-2	-2.5	-17	-1	16	99
Cc1cc(=O)[nH]c(N/N=C/c2sccc2C)n1	-0.3	7	-2	-2	0.2	-6	1	15	97
O=C(O)c1ccccc1S(=O)(=O)CC(=O)N1CCCCC1	0.0	-17	-1	-2	0.9	-12	2	7	99
CCn1c(=O)cc(N2CCOCC2)[nH]c1=O	0.6	-15	-4	-5	0.5	-1	4	12	93
Cc1nc2nc(C)c(CCC(=O)N3CCc4ccccc43)c(C)n2n1	0.4	7	1	-7	0.5	-13	-7	1	99
O=S(=O)(c1cccc(-c2nnc3n2CCCCC3)c1)N1CCOCC1	-0.3	1	-17	-4	0.6	-9	-1	-4	89
Cc1cc(Cl)cc(Cl)c1OCCN1CCCC1	0.7	2	9	-10	2.2	2	2	-2	113
C=CCO/N=C(\C)c1c(O)c(C)c(-c2ccccc2)n(-c2ccccc2)c1=O	-1.5	3	3	4	-1.9	-5	-5	9	104
Cc1cccc(-c2nn(-c3ccccc3)cc2C(=O)Nc2cccc(S(=O)(=O)NC3=NCCC3)c2)c1	1.4	.	.	-3	-0.8	.	-10	.	.
Cc1ccc(C(=O)O)cc1S(=O)(=O)N1CCOCC1	-0.3	14	1	-4	1.1	-4	1	27	99
